Compound activity as filed in PubChem.
FBW7 activator: human FBW7 E3 ligase activation, primary screen | Q969H0 | AlphaScreen FBW7–phospho-cyclin E peptide binding, activator screen | normalized activity (activation), % at 26.1 µM | 650,000 compounds, 0.13% hits; in the data active = normalized activity above about 1.9%;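 also: purified mutant Fbw7 with reduced substrate affinity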
Target sequence (Q969H0 whole entry, looked up): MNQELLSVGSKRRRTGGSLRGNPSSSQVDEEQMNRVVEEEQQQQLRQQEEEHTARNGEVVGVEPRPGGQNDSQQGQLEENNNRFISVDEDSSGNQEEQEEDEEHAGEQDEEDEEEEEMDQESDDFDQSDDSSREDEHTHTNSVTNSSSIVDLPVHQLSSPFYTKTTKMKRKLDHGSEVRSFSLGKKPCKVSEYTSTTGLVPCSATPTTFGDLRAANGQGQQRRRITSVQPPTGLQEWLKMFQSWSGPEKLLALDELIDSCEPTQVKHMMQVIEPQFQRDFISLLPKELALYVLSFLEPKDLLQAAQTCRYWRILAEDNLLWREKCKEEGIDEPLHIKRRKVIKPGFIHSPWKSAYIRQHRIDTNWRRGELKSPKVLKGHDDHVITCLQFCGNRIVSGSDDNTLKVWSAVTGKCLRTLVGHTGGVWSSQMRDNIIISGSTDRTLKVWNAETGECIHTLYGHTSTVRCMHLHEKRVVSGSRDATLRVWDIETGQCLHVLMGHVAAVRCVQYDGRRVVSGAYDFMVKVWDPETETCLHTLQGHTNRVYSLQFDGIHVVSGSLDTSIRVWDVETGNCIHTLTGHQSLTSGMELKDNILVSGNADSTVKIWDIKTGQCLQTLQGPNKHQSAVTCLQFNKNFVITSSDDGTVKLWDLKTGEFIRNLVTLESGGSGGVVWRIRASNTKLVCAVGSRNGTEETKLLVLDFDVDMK
MITF inh: inhibitors of human MITF | O75030 | AlphaScreen MITF homodimerization, bead proximity signal | inhibition, % at 2.6 µM | 650,000 compounds, 0.91% hits | AID 1259374; in the data active = inhibition above about 50%;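 also: 0% = vehicle wells with protein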
TEAD-YAP block: TEAD-YAP interaction inhibition. HEK-TIYL cells, TEAD-Gal4/YAP UAS-luciferase luminescence. inhibition, % at 9.12 µM. 640,000 compounds, 1.4% hits. AID 1259422; in the data active = inhibition above about 32%;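 also: 0% = median of test compound wells and 100% = reference inhibitor wells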
GPR151 activ: activates the human receptor GPR151; Q8TDV0; PathHunter beta-arrestin GPR151 cells, luminescence; activation, % at 11.2 µM; 650,000 compounds, 1% hits; AID 1508602; in the data active = activation above about 4.9%;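 also: 0% = median of compound wells and 100% = cells with positive control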
The depositor's hits bear a star; . = no result given.

# | structure | FBW7 activator | MITF inh
1 | FC(F)(F)c1ccc(CN2CCN(c3ncccn3)CC2)cc1 | -0.1 | 32.6
2 | CC(C)(C)C1CCc2c(sc(NC(=O)c3nn4c(c3Cl)NC(c3ccc(Br)cc3)CC4C(F)(F)F)c2C#N)C1 (stereo not drawn) | 0.0 | -4.7
3 | Cc1c(=O)n(OCc2ccc(I)cc2)c2ccccc2[n+]1[O-] | 0.2 | 23.6
4 | CCOC(=O)c1c(C)oc2cc(Br)c(OC(=O)c3ccco3)cc12 | 0.1 | -10.0
5 | CCOc1ccc(NC(=O)C2CC(=O)N(Cc3ccc4c(c3)OCO4)C(=Nc3cccc(C(F)(F)F)c3)S2)cc1 (stereo not drawn) | 0.3 | 14.9
6 | O=C(COc1ccc(Cl)cc1)NC1=NN(c2ccccc2)C(=O)C1 | -0.1 | 1.4
7 | Nc1ccc2nc(-c3ccccc3O)[nH]c2c1 | -0.3 | 10.2
8 | Cc1ccc(OCCCN2CCN(C)CC2)c(C(C)(C)C)c1 | -0.3 | 30.7

# | TEAD-YAP block | GPR151 activ
1 | 2.1 | -0.8
2 | 0.2 | 0.5
3 | 6.1 | -1.2
4 | -13.3 | 1.2
5 | -1.4 | 0.2
6 | -23.1 | 1.6
7 | -54.1 | -0.9
8 | -0.6 | 0.5

# | structure | FBW7 activator | MITF inh
9 | COc1cc(C2OC(=O)c3ccccc3S2)cc(OC)c1OC (stereo not drawn) | -0.2 | -10.4
10 | Cc1cccc(Cc2cnc(NC(=O)CSc3ncccn3)s2)c1 | 0.1 | 3.1
11 | O=C(CN1c2cccc3cccc(c23)S1(=O)=O)Nc1ccccc1Cl | 0.0 | 14.4
12 | CC(C)(C)C#CC1N(c2ccccc2)N=C(c2ccccc2)N1C(C)(C)C (stereo not drawn) | 0.1 | 2.9
13 | CCc1ccccc1Nc1nc(-c2ccc(OC)cc2)cs1 | 0.8 | 7.1
14 | O=C(NCc1ccccc1)c1ccc(CN(c2ccccc2)S(=O)(=O)c2ccccc2)cc1 | 0.1 | 6.5
15 | COc1ccc(Br)cc1C(=O)N/C(=C\c1cccc([N+](=O)[O-])c1)C(=O)Nc1cccc(Cl)c1C | 0.0 | -11.9
16 | O=C(CCSC1CC(=O)N(c2ccccc2)C1=O)Nc1ccc(F)cc1 (stereo not drawn) | 0.0 | 2.5

# | TEAD-YAP block | GPR151 activ
9 | -1.7 | -0.7
10 | -10.1 | -1.0
11 | 6.5 | 2.1
12 | -54.3 | 0.1
13 | -7.7 | 1.9
14 | 2.7 | 1.1
15 | -0.1 | 1.8
16 | 1.6 | 1.5

# | structure | FBW7 activator | MITF inh
17 | COc1cccc(CC2(CO)CCN(Cc3cn(C)nc3C)CC2)c1 | -0.1 | 6.8
18 | COc1cc(NC(=O)CN2CCN(S(=O)(=O)c3ccc(C(C)C)cc3)CC2)cc(OC)c1 | -0.1 | 11.3
19 | CC(C)(C)c1ccc(-c2nc3ccccc3c(=O)n2NC(=O)c2ccc(F)cc2Cl)cc1 | -0.1 | 3.9
20 | CCOc1ccccc1-c1nc(-c2ccc(NC(=O)c3ccc(Br)o3)cc2)no1 | 0.3 | 8.0
21 | Cc1cc(-n2c(SCC(=O)N3CCN(c4ccccc4)CC3)nc3ccsc3c2=O)ccc1Cl | -0.2 | 1.9
22 | COc1ccc(OCCCC(=O)Nc2sc3c(c2C(N)=O)CCC(C)C3)cc1 (stereo not drawn) | -0.1 | 5.2
23 | CN(Cc1ccccc1)C(=O)CN(c1cccc(Br)c1)S(C)(=O)=O | -0.1 | -17.9
24 | COc1ccc2[nH]c3c(c2c1)CCNC31CCCN(CCC#N)C1 (stereo not drawn) | -0.6 | -16.6

# | TEAD-YAP block | GPR151 activ
17 | 3.5 | -0.1
18 | 2.9 | 2.8
19 | 9.2 | -0.1
20 | -15.0 | 0.8
21 | 17.3 | 0.2
22 | 4.8 | 1.0
23 | 1.9 | -0.5
24 | -4.1 | 1.6

# | structure | FBW7 activator | MITF inh
25 | CC(=O)Nc1ccc(NC(=O)Cn2cc3c(n2)CCCC3)cc1 | 0.2 | 12.1
26 | O=C(NC(=S)Nc1ccc2oc(-c3ccncc3)nc2c1)c1ccc(F)cc1 | -0.1 | -2.9
27 | O=C(O)CN1C(=O)COc2cc(S(=O)(=O)N3CCCC3)ccc21 | 0.1 | 11.8
28 | O=C1CC(NCC(O)c2ccccc2)C(=O)N1c1ccc(Br)cc1 (stereo not drawn) | 0.2 | 2.0
29 | COC(=O)c1cc(-c2ccc(/C=C3\Sc4ccccc4C3=O)o2)ccc1Cl | -0.1 | 0.7
30 | O=C(NCc1ccc(Cl)cc1)c1cnc(N2CCOCC2)nc1 | 0.4 | -1.7
31 | COc1ccc(CCNC(=O)c2ccnc(-c3ccccc3)c2)cc1 | 0.1 | 3.6
32 | CC(C)c1ccc(NC(=O)C2C3C=CC4(O3)C2C(=O)N(CCc2ccccc2Cl)C4C(=O)NC2CCCCC2)cc1 (stereo not drawn) | 0.1 | 9.2

# | TEAD-YAP block | GPR151 activ
25 | -19.6 | 2.4
26 | 0.5 | 2.9
27 | 10.3 | -1.4
28 | 2.1 | -0.9
29 | -0.9 | -1.9
30 | 2.0 | 3.8
31 | 4.0 | -1.5
32 | -14.8 | 0.8

# | structure | FBW7 activator | MITF inh
33 | CC(=O)C1=C(C)OC(N)=C(C#N)C1c1cc([N+](=O)[O-])ccc1Cl (stereo not drawn) | 0.2 | -3.8
34 | Fc1ccccc1-c1cc(N2CCC3(CC2)OCCO3)nc(-c2cccnc2)n1 | 0.3 | 12.1
35 | C=CCNC(=O)c1cc([N+](=O)[O-])ccc1Cl | 0.3 | 5.8
36 | O=C(Cn1nnc2ccccc2c1=O)N1CCCC1 | 0.1 | -2.9
37 | Cc1nnc(NC(=O)CSc2nnc(NC(=O)c3ccccc3I)s2)s1 | 0.0 | 3.9
38 | CCN(C(=O)CSc1nc2nc(C)c(Cc3cc(C)ccc3C)c(C)n2n1)c1cccc(C)c1 | -0.1 | -6.7
39 | NC(=O)c1oc2ccccc2c1NC(=O)c1cccc(Cl)c1 | 0.0 | -7.0
40 | Nn1c(SCc2ccc(OC(F)(F)C(F)F)cc2)nnc1-c1ccccc1 | -0.2 | 4.3

# | TEAD-YAP block | GPR151 activ
33 | 9.9 | 2.4
34 | 0.5 | -0.2
35 | 14.6 | -0.2
36 | 7.7 | -0.3
37 | -12.7 | -0.8
38 | 20.5 | 0.6
39 | 5.8 | -0.8
40 | 2.8 | -1.6

# | structure | FBW7 activator | MITF inh
41 | Cc1ccc(NC(=O)CSc2nnc(COc3c(C)cccc3C)n2N)cc1[N+](=O)[O-] | -0.1 | 6.4
42 | COc1ccc(OCC(=O)Nc2cccc(-c3cnc4ccccc4n3)c2)cc1 | 0.0 | -1.2
43 | Cc1ccc(C2CC(C(F)(F)F)n3ncc(C(=O)NCCCN4CCOCC4)c3N2)cc1 (stereo not drawn) | 0.9 | 3.8
44 | Cc1cc2c(n1-c1ccc(C(=O)NCC3CCCO3)cc1)CCCC2 (stereo not drawn) | -0.1 | 8.0
45 | CCc1cc(=O)oc2c(C)c(OC/C=C/c3ccccc3)ccc12 | 0.3 | 14.9
46 | COc1cccc(-c2cnc(-c3ccncc3)nc2C2CCN(Cc3ccco3)CC2)c1 | -0.1 | 0.0
47 | O=C(CN1c2cccc3cccc(c23)S1(=O)=O)N1CCc2ccccc21 | 0.0 | 0.0
48 | Cc1cccc(N(CC(=O)NCCSc2ccccc2)S(=O)(=O)c2ccccc2)c1C | 0.1 | 2.7

# | TEAD-YAP block | GPR151 activ
41 | 4.8 | -1.6
42 | -31.6 | 0.1
43 | 8.8 | 1.6
44 | -1.0 | -1.7
45 | 3.1 | -0.3
46 | -5.8 | -0.9
47 | -5.8 | -0.1
48 | -1.1 | -1.8

# | structure | FBW7 activator | MITF inh
49 | CC(=O)N1CCSc2cc(S(=O)(=O)NCCc3cccc(C)c3)ccc21 | 0.0 | 0.3
50 | CCCOc1ccc(NC2=CC(=O)CC(C)(C)C2)cc1 | -0.2 | 4.6
51 | O=C(Nc1ccccc1)C1(c2cc(-c3ccco3)on2)CC1 | -0.2 | -11.6
52 | COc1ccc(-c2noc(N3CCC(C(=O)Nc4cccc(C(F)(F)F)c4)CC3)n2)cc1 | -0.2 | -8.8
53 | CCCOc1ccc(C(=O)Nc2ccc(Cl)cn2)cc1 | 0.2 | 10.2
54 | COc1ccc(NC(=O)CN2CCN(c3ccccc3)CC2)cc1 | 0.1 | 10.5
55 | O=C(Nc1cc(Cl)ccc1Cl)c1cc(Cl)ccc1NS(=O)(=O)c1ccc(Cl)c([N+](=O)[O-])c1 | 0.2 | 2.6
56 | CSc1nncn1/N=C/c1cc([N+](=O)[O-])ccc1OC(F)F | 0.0 | 2.8

# | TEAD-YAP block | GPR151 activ
49 | 13.5 | 1.3
50 | -10.6 | 0.8
51 | -4.0 | -2.0
52 | -9.0 | 2.4
53 | -30.6 | -3.0
54 | 1.3 | 0.6
55 | 1.9 | -1.3
56 | 13.1 | 2.2

# | structure | FBW7 activator | MITF inh
57 | COc1ccc(S(=O)(=O)Cc2ccc(C(=O)O)o2)cc1 | 0.3 | 1.3
58 | CCC(C)C(=O)Nc1cc(OC)c(OC)cc1C(=O)O (stereo not drawn) | 0.1 | -0.1
59 | O=C(Nc1cc(Cl)cc(Cl)c1)c1ccc(F)c(S(=O)(=O)N2CCc3ccccc32)c1 | 0.0 | -3.8
60 | O=[N+]([O-])c1cccc2c1NC(c1ccc(Br)cc1)C1CC=CC21 (stereo not drawn) | -0.1 | 18.4
61 | CCc1nnc(NS(=O)(=O)c2ccc(N3C(=O)c4ccccc4C3=O)cc2)s1 | 0.2 | 6.2
62 | NC(=O)c1c(Nc2nc3ccc(F)cc3s2)sc2c1CCCC2 | 0.1 | -14.7
63 | CC(NC(=O)C1CC1)c1nnc2n1CCN(Cc1ccc3cccnc3c1)CC2 (stereo not drawn) | -0.1 | 13.1
64 | CCCCCCc1c(C[C@H](N)C(=O)O)o[nH]c1=O | 0.0 | 11.5

# | TEAD-YAP block | GPR151 activ
57 | -3.6 | 0.9
58 | -2.6 | 7.1*
59 | 5.9 | 1.0
60 | 9.7 | -1.6
61 | -8.5 | 1.3
62 | 17.2 | 0.1
63 | -7.7 | 2.7
64 | . | -0.7

# | structure | FBW7 activator | MITF inh
65 | C=CCNC(=S)NS(=O)(=O)c1ccc(Cl)s1 | -0.2 | 16.1
66 | Cc1c(C(=O)N2CCCCC2)sc2ncn(CC(=O)Nc3cccc(C(F)(F)F)c3)c(=O)c12 | 0.1 | -5.7
67 | NS(=O)(=O)c1ccc(CCN=CC2=C(O)c3ccccc3C2=O)cc1 | -0.2 | -3.1
68 | CCN(C(=O)CSc1nc2nc(C)c(Cc3ccccc3Cl)c(C)n2n1)c1cccc(C)c1 | 0.2 | 6.5
69 | O=C(Cn1c2ccccc2c(=O)c2ccccc21)Nc1ccc(Oc2ccccc2)cc1 | -0.1 | -4.2
70 | COc1ccc(Cc2nnc(SCC(=O)c3cccc([N+](=O)[O-])c3)n2C)cc1 | -0.3 | -2.1
71 | COCC(=O)N(C)C(Cc1ccc(F)cc1)C1CCN(C(=O)CCc2cccnc2)CC1 (stereo not drawn) | -0.1 | 3.1
72 | CCOC(=O)c1cnc(SCc2ccc(Br)cc2F)nc1N | 0.8 | 11.8

# | TEAD-YAP block | GPR151 activ
65 | 13.0 | -0.5
66 | 6.9 | 0.6
67 | -3.3 | 1.1
68 | 9.3 | 0.5
69 | 3.6 | 0.2
70 | 5.2 | 0.7
71 | 2.6 | -0.3
72 | -8.7 | -0.5

# | structure | FBW7 activator | MITF inh
73 | O=C(O)C1CSC(c2c(F)cccc2Cl)N1 (stereo not drawn) | 0.0 | -6.8
74 | Cc1ccccc1CNC(=O)C1CC2CCCN2C12C(=O)N(C)c1ccccc12 (stereo not drawn) | 0.1 | 0.2
75 | COc1ccc(OC)c(C2C3=C(CCCC3=O)Nc3nnnn32)c1 (stereo not drawn) | 0.0 | 9.3
76 | COc1ccccc1Cn1cnc2ccccc21 | -0.1 | -3.9
77 | CCOC(=O)C1CCCN(c2nc3nonc3nc2N2CCSCC2)C1 (stereo not drawn) | 0.1 | 7.7
78 | COC(Cn1c(=S)[nH]c2cc3ccccc3cc2c1=O)OC | 0.1 | -0.2
79 | CCCCOc1ccc(CSCCN=C(N)N)cc1 | 0.0 | 6.5
80 | CCCCN(CC)C(=O)COc1cc(=O)n(CC)c2ccccc12 | 0.1 | 21.1

# | TEAD-YAP block | GPR151 activ
73 | -6.5 | -0.1
74 | 7.7 | 1.5
75 | 1.0 | -0.3
76 | -3.5 | -1.1
77 | 11.6 | 1.0
78 | -8.2 | 0.6
79 | 16.6 | -0.4
80 | -3.4 | -1.4
